EPAC1 antag: qHTS for Antagonist of cAMP-regulated guanine nucleotide exchange factor 3 (EPAC1): primary screen; Rap guanine nucleotide exchange factor 3 (Homo sapiens), O95398; EPAC1 GEF assay, Rap1b-BODIPY-GDP exchange fluorescence; 0.14% of 360,000 active; Potency, µM (series often up to 115 µM), for inactives: top-dose activity change, negative = inhibition, actives largely listed as inhibitors;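 also: potency is read from the fitted curve at half-maximal effect; plate controls were vehicle for no effect and positive control for full effect; nearly all actives have a fitted effect of over 50% in size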
WRN inhibitor: qHTS for Inhibitors of WRN Helicase; Bifunctional 3'-5' exonuclease/ATP-dependent helicase WRN (Homo sapiens), Q14191; WRN helicase unwinding, fluorescent forked duplex, kinetic; Potency, µM (top dose mostly 114 µM), inactives show at the top dose activity change, negative = inhibition, usual class: inhibitors; 0.46% of 360,000 active; also: potency is read from the fitted curve at half-maximal effect; % is scaled to controls: 0 for no effect and ±100 for the full control effect; nearly all actives have a fitted effect of over 55% in size
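Primary qHTS, 1536-well format. 20 nM WRN + compound, 15 min RT; start with 100 nM forked fluorophore/quencher duplex, 2 mM ATP (final); kinetic read ex 525/em 598 nm.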
IL2 activator: qHTS of IL-2 Activators. activation, % (series mostly up to about 46 µM). AID 652025, 2013. 0.065% of 360,000 active. IL-2 activation reporter assay, cell-based qHTS; stimulated with anti-CD3/CD4/CD28 beads; in transgenic mouse T cells; in the data active = activation above about 50%; inconclusive = mostly about 30% to 49%; also: 0% is about no effect
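EGFP and DsRed fluorescence is measured by plate cytometry in unstimulated transgenic mouse T cells exposed to compound for 60 minutes, then stimulated 18 hours at 37 degrees C with anti-CD3/anti-CD4 beads plus anti-CD28.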
EPAC1 ag: qHTS for Agonist of cAMP-regulated guanine nucleotide exchange factor 3 (EPAC1): primary screen. Rap guanine nucleotide exchange factor 3 (Homo sapiens), O95398. EPAC1 agonist qHTS, biochemical assay; response scale: 100% = response to 6.5 mM cAMP. 0.073% of 360,000 active. Potency, µM (doses to about 154 µM), for the others: at the highest dose activation, actives largely listed as activators; also: potency is read from the fitted curve at half-maximal effect; nearly all actives have a fitted effect of over 60% in size
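Nucleotide exchange assay: 100 nM EPAC1 with 250 nM Rap1B loaded with BODIPY-GDP and 50 uM GDP, room temperature. Fluorescence (480/540 nm) read every 5 min for 30 min; signal change normalized to 6.5 mM cAMP as full agonist.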
PLK1 PBD block: qHTS for Inhibitors of PLK1-PDB (polo-like kinase 1 - polo-box domain): Primary Screen; Serine/threonine-protein kinase PLK1 (Homo sapiens), P53350; Plk1 PBD binding of FITC phosphopeptide, fluorescence polarization; Potency, µM, for inactives: max response, negative = inhibition, actives largely listed as inhibitors; 2.8% of 360,000 active; also: potency is read from the fitted curve at half-maximal effect; series mostly up to about 57 µM; % is scaled to controls: 0 for no effect and ±100 for the full control effect; nearly all actives have a fitted effect of over 65% in size
Target sequence (P53350 whole entry, looked up, the tested form may be a part): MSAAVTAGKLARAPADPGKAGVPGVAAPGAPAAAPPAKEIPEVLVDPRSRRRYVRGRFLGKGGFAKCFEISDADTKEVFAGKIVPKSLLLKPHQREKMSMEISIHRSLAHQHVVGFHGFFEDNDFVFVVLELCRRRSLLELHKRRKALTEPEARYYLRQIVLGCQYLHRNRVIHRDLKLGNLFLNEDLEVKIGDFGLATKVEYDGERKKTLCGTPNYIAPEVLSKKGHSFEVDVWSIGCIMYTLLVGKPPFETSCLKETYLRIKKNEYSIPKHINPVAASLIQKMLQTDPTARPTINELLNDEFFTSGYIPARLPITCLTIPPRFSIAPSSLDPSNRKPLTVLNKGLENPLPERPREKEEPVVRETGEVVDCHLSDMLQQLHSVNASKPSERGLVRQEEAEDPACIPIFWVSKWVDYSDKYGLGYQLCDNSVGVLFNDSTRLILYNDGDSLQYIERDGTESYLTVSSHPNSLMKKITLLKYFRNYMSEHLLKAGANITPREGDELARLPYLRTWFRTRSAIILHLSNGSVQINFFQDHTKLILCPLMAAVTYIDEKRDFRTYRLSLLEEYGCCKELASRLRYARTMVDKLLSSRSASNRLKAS
PI5P4Ka inh: qHTS for Inhibitors of phosphatidylinositol 5-phosphate 4-kinase (PI5P4K). Phosphatidylinositol 5-phosphate 4-kinase type-2 alpha (Homo sapiens), P48426. PI5P4Kalpha enzyme, ADP-Glo luminescence, 60 min; active compounds read low. max response, %. 1.2% of 330,000 active; active = max response of -50% or lower; inconclusive = between -30% and -50%; inactive = -30% or higher; also: value at the top dose of about 77 µM; % is scaled to controls: 0 for no effect and ±100 for the full control effect
Target sequence (P48426 whole entry, looked up): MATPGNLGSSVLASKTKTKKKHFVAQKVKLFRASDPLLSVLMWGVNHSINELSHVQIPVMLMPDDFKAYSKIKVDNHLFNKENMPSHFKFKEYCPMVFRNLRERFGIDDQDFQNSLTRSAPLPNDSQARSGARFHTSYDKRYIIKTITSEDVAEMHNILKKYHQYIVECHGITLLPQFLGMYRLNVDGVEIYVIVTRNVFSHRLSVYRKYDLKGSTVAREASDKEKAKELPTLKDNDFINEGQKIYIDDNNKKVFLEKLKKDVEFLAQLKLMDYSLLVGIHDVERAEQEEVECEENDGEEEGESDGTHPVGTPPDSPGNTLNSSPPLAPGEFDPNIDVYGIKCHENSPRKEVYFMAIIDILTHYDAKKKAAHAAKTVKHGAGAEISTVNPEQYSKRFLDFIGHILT
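Human PI5P4Kalpha with substrate in 0.038 M HEPES pH 7.4, 0.28 mM EGTA, 0.1% CHAPS, 5% DMSO; reaction started with 5 microM ATP (final), 60 min at room temperature. ADP formed read by ADP-Glo luminescence.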
EPAC2 agonist: qHTS for Agonist of cAMP-regulated guanine nucleotide exchange factor 4 (EPAC2): primary screen; 0.079% of 360,000 active; Potency, µM (highest dose often 154 µM), without a hit: at the highest dose activation, actives largely listed as activators; Rap guanine nucleotide exchange factor 4 (Homo sapiens), Q8WZA2; EPAC2 activation, biochemical qHTS; response scale: 100% = 6.5 mM cAMP response; also: potency is read from the fitted curve at half-maximal effect; nearly all actives have a fitted effect of over 50% in size
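Guanine nucleotide exchange by EPAC2 is measured as reduced fluorescence of BODIPY-GDP once it is released from 250 nM Rap1B. Plates are read kinetically for 30 min at room temperature; results are scaled to 6.5 mM cAMP.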
CCT modulator: High-Throughput Screening for Modulators of Cytosolic Chaperonin Activity | AID 651819, 2012 | activity change, % (no concentration beside the values), hits read low | 0.3% of 360,000 active | purified chaperonin ATPase assay, HTRF ADP detection, 30 min; in the data active = activity change below about -30%; also: % is scaled to controls: 0 for no effect and ±100 for the full control effect
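First, chaperonin was dispensed at 40 nM or 20 nM final depending on batch activity. Next, compounds were pinned at 76 uM and ATP added at 10 uM. After 30 min at 37 °C, ADP detection reagents ran 30 min at ambient temperature.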
Numbers without * were called inactive; [ ] = another dose, or the depositor's remark. Unless noted, calls follow the shape of the dose curve; as a rule, active = well fitted curve in the direction sought with a large enough effect; inconclusive = small, poorly fitted or top-dose-only effect, or another doubt; inactive = no such curve, though single readings can be large; an effect the other way counts as inactive or inconclusive.

CN1CCN(C(=O)/C(=C\c2cccnc2)NC(=O)c2cccc(Br)c2)CC1 was read as EPAC1 antag 7%, WRN inhibitor -3%, IL2 activator -4.6, EPAC1 ag 4%, PLK1 PBD block -5%, PI5P4Ka inh 7, EPAC2 agonist 5% and CCT modulator 1.6.
CCOc1ccc2ccccc2c1CNCCc1ccc(S(N)(=O)=O)cc1 was read as EPAC1 antag -3%, WRN inhibitor -21%, IL2 activator -1.9, EPAC1 ag 0%, PLK1 PBD block 1%, PI5P4Ka inh 4, EPAC2 agonist 11% and CCT modulator -0.2.
`NC(=O)c1ccc(NC(=O)COC(=O)c2cc3ccccc3cc2O)cc1` gave EPAC1 antag -28%, WRN inhibitor -2%, IL2 activator -0.3, EPAC1 ag 6%, PLK1 PBD block 0%, PI5P4Ka inh 5, EPAC2 agonist 4% and CCT modulator -2.8.
Screening Clc1ccccc1C1=CC(c2ccco2)n2ncnc2N1 (configuration not stated) returned EPAC1 antag 4%, WRN inhibitor -17%, IL2 activator 0.1, EPAC1 ag 13%, PLK1 PBD block -24%, PI5P4Ka inh -3, EPAC2 agonist 8% and CCT modulator -0.6.
`COc1ccc(-c2nnn(Cc3nc(N)nc(N4CCCCC4)n3)n2)cc1` gave EPAC1 antag -10%, WRN inhibitor -2%[57.1 µM], IL2 activator -0.3, EPAC1 ag 17%, PLK1 PBD block -4%, PI5P4Ka inh 4, EPAC2 agonist 11% and CCT modulator -0.8.
`CCn1c(SC)nnc1C1CCN(CC(=O)Nc2ccccc2N2CCOCC2)CC1` gave EPAC1 antag -7%, WRN inhibitor -5%, IL2 activator 0.0, EPAC1 ag -5%, PLK1 PBD block 2%, PI5P4Ka inh 5, EPAC2 agonist -3% and CCT modulator -0.2.
O=C(C[C@H]1C/C=C\CCCCC(=O)OC[C@H]2CCCN2C1=O)N[C@H](CO)Cc1ccccc1 was read as EPAC1 antag 1%, WRN inhibitor 4%, IL2 activator -0.5, EPAC1 ag 4%, PLK1 PBD block 3%, PI5P4Ka inh -3, EPAC2 agonist 2% and CCT modulator -1.0.
CCOC(=O)N1CCN(S(=O)(=O)c2ccc(OCC(=O)OC)cc2)CC1 was read as EPAC1 antag 3%, WRN inhibitor -9%, IL2 activator -2.7, EPAC1 ag 11%, PLK1 PBD block -14%, EPAC2 agonist 10% and CCT modulator -1.2.
CC(NC(=O)CSc1n[nH]c(=O)[nH]c1=O)C1CC2CCC1C2 (configuration not stated) was read as EPAC1 antag -13%, WRN inhibitor 3%, IL2 activator 0.9, EPAC1 ag 6%, PLK1 PBD block -18%, PI5P4Ka inh 9, EPAC2 agonist 6% and CCT modulator -1.5.
`Cc1ccnc(NC(=O)CCC(=O)N(CC(=O)NCC2CCCO2)Cc2ccc(F)cc2)c1` (configuration not stated) gave EPAC1 antag 0%, WRN inhibitor -30%, IL2 activator 3.5, EPAC1 ag -3%, PLK1 PBD block -6%, PI5P4Ka inh 7, EPAC2 agonist -9% and CCT modulator -1.1.
Cc1ccc(-c2ccc3nnc(SCC(=O)NCC4CCCO4)n3n2)cc1 (configuration not stated) was read as EPAC1 antag -13%, WRN inhibitor 6%, IL2 activator 2.3, EPAC1 ag 9%, PLK1 PBD block -5%, PI5P4Ka inh 2, EPAC2 agonist 1% and CCT modulator -1.1.
Screening O=C(O)C1CC2C3CC(C(=O)O)C(C3)C2C1 (configuration not stated) returned EPAC1 antag -1%, WRN inhibitor -11%, IL2 activator -0.3, EPAC1 ag 3%, PLK1 PBD block 2%, PI5P4Ka inh -6, EPAC2 agonist 4% and CCT modulator 0.8.
For CCN1CCN(S(=O)(=O)c2ccc(Cl)c(C(=O)NC3CC3)c2)CC1 the results were EPAC1 antag 6%, WRN inhibitor 8%, IL2 activator -4.4, EPAC1 ag -2%, PLK1 PBD block 4%, PI5P4Ka inh -1, EPAC2 agonist 9% and CCT modulator 1.7.
COc1cc(/C=C/C(=O)OCC(=O)NC2CCCCCCC2)ccc1O was read as EPAC1 antag 7%, WRN inhibitor -4%, IL2 activator -6.1, EPAC1 ag 5%, PLK1 PBD block 1%, PI5P4Ka inh 4, EPAC2 agonist 0% and CCT modulator 1.5.
Screening O=C(NCC1COc2ccccc2O1)C1CCN(S(=O)(=O)c2cccc3nsnc23)CC1 (configuration not stated) returned EPAC1 antag 5%, WRN inhibitor 9%, IL2 activator 0.1, EPAC1 ag -4%, PLK1 PBD block -13%, PI5P4Ka inh 1, EPAC2 agonist 6% and CCT modulator 1.2.
Nc1c(C(=O)NCc2ccco2)sc2nc(N3CCOCC3)c3c(c12)CCCC3 was read as EPAC1 antag -11%, WRN inhibitor -1%, IL2 activator -1.4, EPAC1 ag 0%, PLK1 PBD block inconclusive, PI5P4Ka inh -7, EPAC2 agonist -4% and CCT modulator 1.6.
Screening c1ccc(N2CCN(c3c4c(nc5ncnn35)CCC4)CC2)cc1 returned EPAC1 antag 7%, WRN inhibitor 4%, IL2 activator -2.1, EPAC1 ag 0%, PLK1 PBD block -2%, EPAC2 agonist -3% and CCT modulator 2.4.
Oc1ccc(Br)cc1-c1ccn[nH]1 was read as EPAC1 antag -13%, WRN inhibitor -5%, IL2 activator 0.2, EPAC1 ag 0%, PLK1 PBD block -1%, PI5P4Ka inh 2, EPAC2 agonist -2% and CCT modulator 0.0.
Screening CCCCC(NC(=O)c1ccccc1)C(=O)OCC(=O)N1c2ccccc2Sc2ccccc21 (configuration not stated) returned EPAC1 antag 7%, WRN inhibitor -13%, IL2 activator -4.4, EPAC1 ag 8%, PLK1 PBD block -10%, PI5P4Ka inh 0, EPAC2 agonist 13% and CCT modulator 0.8.
COCCN1C(=O)c2cc(C(=O)Nc3ccc(OC)c(OC)c3)ccc2C1Nc1ccc(OC)c(OC)c1 (configuration not stated) was read as EPAC1 antag -21%, WRN inhibitor -9%, IL2 activator 0.2, EPAC1 ag -3%, PLK1 PBD block -4%, PI5P4Ka inh -2, EPAC2 agonist 1% and CCT modulator -1.5.
`CCOC(=O)CSc1nnc(NC(=O)NC(C)C)s1` gave EPAC1 antag -13%, WRN inhibitor 0%, IL2 activator -1.0, EPAC1 ag 9%, PLK1 PBD block -1%, PI5P4Ka inh 0, EPAC2 agonist 7% and CCT modulator -0.5.
Screening O=C(N/N=C/c1ccc2c(c1)OCO2)C(=O)Nc1ccccc1Cl returned EPAC1 antag 29%, WRN inhibitor -2%, IL2 activator -2.4, EPAC1 ag -2%, PLK1 PBD block -6%, PI5P4Ka inh 0, EPAC2 agonist 2% and CCT modulator 0.5.
Screening COc1ccc2c(C)cc(SCC(=O)N(C)C3CCS(=O)(=O)C3)nc2c1 (configuration not stated) returned EPAC1 antag 4%, WRN inhibitor -5%, IL2 activator -0.9, EPAC1 ag 8%, PLK1 PBD block 33%[activator], PI5P4Ka inh -24, EPAC2 agonist -3% and CCT modulator -2.2.
CCc1ccc(Nc2nc(N)nc(CSc3nc4ccccc4s3)n2)cc1 was read as EPAC1 antag 5%, WRN inhibitor -9%, IL2 activator -0.7, EPAC1 ag 13%, PLK1 PBD block 5%, PI5P4Ka inh 1, EPAC2 agonist 1% and CCT modulator 1.7.
`CC(=O)Nc1cccc(NC(=O)CSc2nc3c(c(=O)n(C)c(=O)n3C)n2C)c1` gave EPAC1 antag -5%, WRN inhibitor -9%, IL2 activator 0.0, EPAC1 ag -2%, PLK1 PBD block -3%, PI5P4Ka inh 2, EPAC2 agonist 5% and CCT modulator 0.1.
For Cc1ccc(C)c(NC(=S)Nc2ncccc2C)c1 the results were EPAC1 antag -11%, WRN inhibitor -18%[57.1 µM], IL2 activator -2.4, EPAC1 ag 2%, PLK1 PBD block -15%, PI5P4Ka inh 1, EPAC2 agonist 6% and CCT modulator 1.3.
Screening CCOC(=O)c1cnc2c(c(C)nn2CC)c1Cl returned EPAC1 antag 0%, WRN inhibitor -3%, IL2 activator 1.2, EPAC1 ag 5%, PLK1 PBD block -7%, PI5P4Ka inh 13, EPAC2 agonist 0% and CCT modulator 0.3.
`Cc1ccccc1OCCC(=O)OCC(=O)c1c(N)n(CC(C)C)c(=O)n(C)c1=O` gave EPAC1 antag -12%, WRN inhibitor -9%, IL2 activator 1.5, EPAC1 ag 17%, PLK1 PBD block 2%, PI5P4Ka inh 7, EPAC2 agonist 4% and CCT modulator 1.0.

Four compounds from above, arranged by count of non-hydrogen atoms, descending:
`Cc1ccccc1OCCC(=O)OCC(=O)c1c(N)n(CC(C)C)c(=O)n(C)c1=O` gave EPAC1 antag -12%, WRN inhibitor -9%, IL2 activator 1.5, EPAC1 ag 17%, PLK1 PBD block 2%, PI5P4Ka inh 7, EPAC2 agonist 4% and CCT modulator 1.0.
CCc1ccc(Nc2nc(N)nc(CSc3nc4ccccc4s3)n2)cc1 was read as EPAC1 antag 5%, WRN inhibitor -9%, IL2 activator -0.7, EPAC1 ag 13%, PLK1 PBD block 5%, PI5P4Ka inh 1, EPAC2 agonist 1% and CCT modulator 1.7.
Screening COc1ccc2c(C)cc(SCC(=O)N(C)C3CCS(=O)(=O)C3)nc2c1 (configuration not stated) returned EPAC1 antag 4%, WRN inhibitor -5%, IL2 activator -0.9, EPAC1 ag 8%, PLK1 PBD block 33%[activator], PI5P4Ka inh -24, EPAC2 agonist -3% and CCT modulator -2.2.
`CCOC(=O)CSc1nnc(NC(=O)NC(C)C)s1` gave EPAC1 antag -13%, WRN inhibitor 0%, IL2 activator -1.0, EPAC1 ag 9%, PLK1 PBD block -1%, PI5P4Ka inh 0, EPAC2 agonist 7% and CCT modulator -0.5.

From PubChem BioAssay

Not all compounds are listed (hit frequency here may not be typical).
